# High-throughput results (PubChem)
# KLF5 inh: KLF5 expression inhibitors, primary screen, DLD-1 cells, luminescence. DLD-1 KLF5 promoter-luciferase reporter. inhibition, % at 5 µM. 0.23% of 290,000 active;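 active means inhibition above a per-plate limit of that plate's mean compound inhibition plus 3 SD, cut at about 60% in these data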;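 further: 0% = DMSO wells and 100% = LY294002 at 200 µM; higher means less KLF5 promoter-driven luciferase light; inactives centre near -14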
# HSF1 inh: HSF1 inhibitors in luciferase reporter cells, primary screen, cell-based, NIH3T3, luminescence. NIH3T3-HGL HSE-luciferase, MG132-induced, luminescence 8 h; active compounds read low. activity change, negative = inhibition, % at 7.5 µM (by protocol). 0.77% of 300,000 active;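 active means more than half of replicate wells show activity change below -50%, luminescence cut by over half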;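 further: luciferase reports HSF-1 transcriptional activity via heat shock element; 0% = median of DMSO wells and -100% = zero luminescence signal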
# aSyn 5UTR inh: MLPCN primary screen, SNCA 5' untranslated region | alpha-synuclein 5'UTR reporter, inhibitor activity | inhibition, % (tested at 7.5 µM) | 0.82% of 300,000 active | AID 1813, 2009; in the data active means inhibition above about 60%;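 further: H4 neuroglioblastoma cells stably carrying SNCA 5'UTR luciferase fusion; 0% = DMSO wells and 100% = positive control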
# GSK3beta inhib: human GSK3beta kinase inhibitors, primary screen, biochemical, cell-free homogeneous, HTS; Glycogen synthase kinase-3 beta (Homo sapiens), P49841; GST-GSK3beta kinase, ADP-Glo luminescence, 60 min; active compounds read low; activity score (negative = inhibition), % at 10 µM; 0.038% of 300,000 active; AID 2097, 2009;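 active means more than half of replicate wells score below -50%, meaning over 50% inhibition versus plate controls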;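 further: 0% = median DMSO wells and -100% = median GW8510 positive control wells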
# Target sequence (P49841 whole entry, looked up): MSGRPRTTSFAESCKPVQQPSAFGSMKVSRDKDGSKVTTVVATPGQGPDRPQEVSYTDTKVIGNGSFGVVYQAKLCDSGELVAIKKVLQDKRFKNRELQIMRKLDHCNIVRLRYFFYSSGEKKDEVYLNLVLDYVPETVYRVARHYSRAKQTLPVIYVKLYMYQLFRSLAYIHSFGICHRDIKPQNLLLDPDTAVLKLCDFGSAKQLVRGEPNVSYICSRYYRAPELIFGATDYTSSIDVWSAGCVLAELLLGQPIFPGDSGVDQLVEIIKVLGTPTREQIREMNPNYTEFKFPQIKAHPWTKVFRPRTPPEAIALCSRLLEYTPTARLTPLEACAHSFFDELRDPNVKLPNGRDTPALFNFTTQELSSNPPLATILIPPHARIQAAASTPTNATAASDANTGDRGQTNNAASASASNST
#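 Test system: GST-tagged human GSK3beta kinase, cell-free; evaluation: activity score scaled between in-plate DMSO and GW8510 controls; measured by: ADP-Glo luminescence; incubation: 60 min reaction, RT; benchmarks: DMSO and 20 µM GW8510; reagent: peptide substrate plus 25 µM ATP (final); medium: Tris/MgCl2 kinase buffer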
# IEC-6 cytotox: cytotoxicity in IEC-6 intestinal epithelial cells, primary screen, cytotoxicity control for KLF5 inhibitor project, cell-based, luminescence; 0.78% of 290,000 active; IEC-6 cytotoxicity, luminescence viability; AID 1825, 2009; inhibition, % at 5 µM; in the data active means inhibition above about 22%;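 further: 0% = plate median of test compound wells and 100% = cytotoxic reference compound wells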
# HIF act: HIF pathway transcriptional activators, primary screen, cell-based, U2OS HRE-luciferase, luminescence. 0.32% of 300,000 active. U2OS HRE-luciferase reporter; normalized: DMSO 0%, desferrioxamine 100%. AID 1910, 2009. activation, % at 7.5 µM (by protocol);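 active means mean activation of at least 10% of the iron chelator positive control signal, with at least half of replicates also reaching 10%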
# GSK3 alpha inh: blockers of GSK3A enzyme activity – biochemical, luminescence, cell-free homogeneous, HTS, primary screen. inhibition, % at 10 µM. Glycogen synthase kinase-3 alpha (Homo sapiens), P49840. GSK-3 alpha kinase, ADP-Glo luminescence, 60 min. 0.1% of 320,000 active;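 in the data active means inhibition above about 50%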;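 further: GST-tagged GSK-3 alpha with peptide substrate and 25 µM ATP; 0% = DMSO neutral wells and 100% = GW8510 positive control wells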
# Target sequence (P49840 whole entry, looked up): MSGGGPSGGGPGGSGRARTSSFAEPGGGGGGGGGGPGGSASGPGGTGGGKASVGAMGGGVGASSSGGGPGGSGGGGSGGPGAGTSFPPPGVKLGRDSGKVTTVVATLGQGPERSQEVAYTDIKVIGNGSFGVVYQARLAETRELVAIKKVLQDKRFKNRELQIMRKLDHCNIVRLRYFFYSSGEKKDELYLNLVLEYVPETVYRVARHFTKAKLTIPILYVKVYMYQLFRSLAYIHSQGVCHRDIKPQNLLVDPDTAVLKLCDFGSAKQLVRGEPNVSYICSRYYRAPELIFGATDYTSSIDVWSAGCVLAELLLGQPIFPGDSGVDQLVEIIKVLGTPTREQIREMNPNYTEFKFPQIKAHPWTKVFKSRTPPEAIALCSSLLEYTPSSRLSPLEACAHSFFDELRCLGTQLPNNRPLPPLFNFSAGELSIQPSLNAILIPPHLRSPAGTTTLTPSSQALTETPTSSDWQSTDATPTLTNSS
# HSF-1 act: HSF-1 activators, primary screen, NIH3T3-HGL cells, MG132 stress, luminescence, single point. NIH3T3-HGL HSF-1 luciferase reporter, 8 h; 100% = twice DMSO control signal. activation, % at 9 µM. 1.7% of 300,000 active. AID 504408, 2011;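 active means mean replicate activation of at least 50% with a set share of replicates each reaching 50%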;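 further: 0% = median of the neutral control wells and 100% = twice that signal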
# HSP90 inh: HSP90 inhibitors, primary screen, cell lysate, luminescence; Heat shock protein HSP 90 (rabbit reticulocyte lysate; luciferase refolding); Rabbit reticulocyte lysate, luciferase refolding luminescence, 3 h; inhibition, % at 5.6 µM; 0.91% of 290,000 active;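 active means inhibition above the screen-wide mean plus 3 SD, computed separately per campaign, cut at about 16% in these data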;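 further: 0% = DMSO wells and 100% = 60 µM geldanamycin wells; inhibitors lower the luminescence because luciferase stays unfolded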
# AI-2 QS modul: Vibrio harveyi AI-2 quorum sensing modulators, primary screen, JMH597 strain, luminescence/OD600 ratio. Vibrio harveyi JMH597 AI-2 luminescence/OD600 ratio, 9 h; active compounds read low; strain lacks LuxN and CqsS sensors; 0 = neutral-control median. activity change, % at 7.5 µM. 0.4% of 300,000 active; in the data active means activity change below about -75%, passing the limit was not always enough;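 further: luminescence divided by OD600 gain over 9 h not by final OD600 alone; inactives centre near 13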
# * = called active by the depositor; . = no result given.
SMILES,KLF5 inh,HSF1 inh,aSyn 5UTR inh,GSK3beta inhib,IEC-6 cytotox,HIF act,GSK3 alpha inh,HSF-1 act,HSP90 inh,AI-2 QS modul
O=C(/C=C/c1ccco1)Nc1nc(-c2ccccc2)cs1,-93,37,-250,7,3,3.5,0,58*,5,16
C/C(=N\NC(N)=S)C12CC3CC(CC(C3)C1)C2,-11,16,-38,6,-1,0.9,-2,35,-1,-27
CC(C)(CNC(=O)Cc1ccc(Cl)cc1Cl)N1CCOCC1,-4,-1,10,5,-2,-0.1,1,-5,0,9
CCC(C)N(C(=O)c1csnn1)C(C(=O)NC(C)(C)C)c1ccccc1 (stereo unspecified),-16,-2,-16,2,1,-15,-24,11,-3,9
COC(=O)c1ccnc(/C=N/O)c1,3,-9,-12,1,-4,-0.2,3,-24,2,2
COc1ccccc1N1CCN(C(=O)Cn2nnc(-c3ccncc3)n2)CC1,-19,3,34,-42,-1,-0.1,17,1,1,9
COCCCn1c(-c2cccc(Cl)c2)nc2c1c(=O)[nH]c(=O)n2Cc1ccccc1,-11,4,22,0,-7,-0.4,0,9,0,18
O=C1c2ccccc2S(=O)(=O)c2cc(N3CCC4(CC3)OCCO4)ccc21,.,30,-118,2,.,3.7,0,32,.,-6
Cc1ccccc1C(=O)N1CCC(C(=O)N(CC(C)C)c2c(N)n(Cc3ccccc3)c(=O)[nH]c2=O)CC1,.,3,0,0,.,0.0,-1,-4,.,32
COc1ccc(COC(=O)C2=C(C)NC(=O)NC2c2ccc(OC)c(OC)c2)cc1 (stereo unspecified),-29,-4,23,1,1,0.1,-3,12,6,4
COCCN(CC(=O)NC1CCCCC1)C(=O)/C=C/C(=O)c1ccc(OC)cc1O,-7,-83*,79*,2,-8,-8.4,.,-85,-2,29
Cc1nnc(NC(=O)CCC(=O)NCc2ccco2)s1,-21,-4,-16,0,3,-0.1,0,9,2,2
Cc1oc(-c2cccc(Cl)c2)nc1CN1CCC(C(=O)NCCCN2CC(C)CC(C)C2)CC1 (stereo unspecified),-27,-1,4,0,22*,0.1,2,4,-9,5
CNC(=O)NC(=S)NC(=O)c1cccc(Cl)c1,-10,-2,16,3,0,-0.2,-1,15,2,-2
Cc1ccc2ncccc2c1N,-6,-3,-33,-7,5,-0.1,-3,29,1,-7
Cc1ccc(NS(=O)(=O)c2ccc(OCC(=O)NCc3ccco3)cc2)cc1,-23,1,9,0,1,0.2,-3,11,-2,-55
COC(=O)c1ccc(C(=O)N(Cc2ccccc2)c2ccccc2)cc1,-22,24,12,-3,2,0.3,-2,35,-2,25
COC(=O)c1ccc2ccccc2c1OC1OC(CO)C(O)C(O)C1NC(C)=O (stereo unspecified),-33,8,-3,2,-1,-1.2,-2,0,0,13
CCS(=O)(=O)c1ccc2c(c1)N(S(=O)(=O)c1ccc(C)cc1)CC(C(=O)O)O2 (stereo unspecified),-40,5,20,3,-2,-0.5,12,-5,4,25
CCOC(=O)c1sc(NC(=O)CSc2nc(-c3ccco3)cc(C(F)(F)F)n2)c(C(=O)OC)c1C,-10,0,21,-3,1,-0.2,-1,-7,1,40
COc1ccccc1N(C)S(=O)(=O)c1ccc(C(=O)Nc2ccc(N3CCOCC3)cc2)cc1,8,-2,-7,-1,-6,-0.1,1,5,4,0
CC(=O)c1ccc(OCc2cc(C(=O)NC(C)c3cnn(C)c3)no2)cc1 (stereo unspecified),-83,12,-87,-3,-1,5.0,-3,10,0,18
CCN(/N=C/C=C/c1ccccc1)c1cc(=O)n(C)c(=O)[nH]1,12,27,-14,0,8,0.8,-2,69*,4,3
O=c1[nH]c2ccc(Cl)cc2c(-c2ccccc2)c1N1CCOCC1,-1,-1,32,2,-2,0.0,2,7,-7,0
NC(=S)Cc1nc2n(n1)Cc1ccccc1-2,10,-3,-5,-4,2,-0.4,.,-1,3,36

# By substructure: the compounds so far containing two or more sulfur atoms.
SMILES,KLF5 inh,HSF1 inh,aSyn 5UTR inh,GSK3beta inhib,IEC-6 cytotox,HIF act,GSK3 alpha inh,HSF-1 act,HSP90 inh,AI-2 QS modul
CCS(=O)(=O)c1ccc2c(c1)N(S(=O)(=O)c1ccc(C)cc1)CC(C(=O)O)O2 (stereo unspecified),-40,5,20,3,-2,-0.5,12,-5,4,25
CCOC(=O)c1sc(NC(=O)CSc2nc(-c3ccco3)cc(C(F)(F)F)n2)c(C(=O)OC)c1C,-10,0,21,-3,1,-0.2,-1,-7,1,40

# Quoted at random: 2 entries already listed, in no set order.
SMILES,KLF5 inh,HSF1 inh,aSyn 5UTR inh,GSK3beta inhib,IEC-6 cytotox,HIF act,GSK3 alpha inh,HSF-1 act,HSP90 inh,AI-2 QS modul
CCC(C)N(C(=O)c1csnn1)C(C(=O)NC(C)(C)C)c1ccccc1 (stereo unspecified),-16,-2,-16,2,1,-15,-24,11,-3,9
COc1ccc(COC(=O)C2=C(C)NC(=O)NC2c2ccc(OC)c(OC)c2)cc1 (stereo unspecified),-29,-4,23,1,1,0.1,-3,12,6,4

# Back to the main list, starting 4 compounds before the break.
SMILES,KLF5 inh,HSF1 inh,aSyn 5UTR inh,GSK3beta inhib,IEC-6 cytotox,HIF act,GSK3 alpha inh,HSF-1 act,HSP90 inh,AI-2 QS modul
CC(=O)c1ccc(OCc2cc(C(=O)NC(C)c3cnn(C)c3)no2)cc1 (stereo unspecified),-83,12,-87,-3,-1,5.0,-3,10,0,18
CCN(/N=C/C=C/c1ccccc1)c1cc(=O)n(C)c(=O)[nH]1,12,27,-14,0,8,0.8,-2,69*,4,3
O=c1[nH]c2ccc(Cl)cc2c(-c2ccccc2)c1N1CCOCC1,-1,-1,32,2,-2,0.0,2,7,-7,0
NC(=S)Cc1nc2n(n1)Cc1ccccc1-2,10,-3,-5,-4,2,-0.4,.,-1,3,36
Cc1ccccc1NC(=O)Cc1nc(CSc2nnc(-c3ccc4c(c3)OCO4)o2)cs1,8,12,-72,2,6,0.7,1,16,5,1
Cc1nc(-c2ccc(Cl)cc2)sc1C1(C)CC(c2ccccc2Br)=NO1 (stereo unspecified),.,11,-10,-2,.,1.5,-1,16,.,13
COc1ccc(CNC(=O)C(=O)NCCCn2ccnc2)cc1,-53,-4,23,1,1,0.2,-2,5,-3,-4
CCn1c(Cc2ccccc2)nnc1SCC(=O)Nc1ccccc1N1CCOCC1,-20,-9,0,-2,1,-0.5,-2,14,5,-9
CC(C)CCNC(=S)Nc1ccccn1,-13,2,7,3,7,-0.3,-1,3,11,13
CCOc1cc(/C=N/NC(N)=O)cc(Br)c1OCc1ccccc1F,-10,2,3,1,0,-0.3,1,-10,-1,7
NC(=O)NCCCC(=O)NCC(c1ccccc1Cl)c1c[nH]c2ccccc12 (stereo unspecified),-12,-2,3,-4,0,-1.2,0,-3,-4,4
O=C(Nc1ccc(N2CCCCC2)c(C(=O)O)c1)c1ccco1,-21,-5,-27,3,-3,0.6,2,4,-2,24
CCN(CC)CCn1c2c(c(SCC(=O)Nc3nc4ccccc4s3)nc1=O)CCCC2,.,3,-7,-1,.,0.5,-6,-8,.,15
O=c1cnnc(N/N=C/c2c[nH]c3ccccc23)[nH]1,-25,-10,-8,-3,-5,-0.1,-1,-9,0,4
CCOc1ccccc1NC(=O)CSc1nc(=O)n(Cc2ccncc2)c2c1CCC2,.,12,2,1,.,-0.2,1,7,.,8
CCN(CC)S(=O)(=O)c1ccc(C(=O)OCC(=O)Nc2sc3c(c2C#N)CCCCC3)cc1,-54,4,-48,0,10,1.2,2,20,-2,10
Cc1ccc(NC(=O)Nc2ccc(Cl)cc2)c(Br)c1,-38,13,-155,-24,5,2.1,-2,12,0,18
CCCCn1nnc(NC(=O)CCC)n1,-10,-1,5,0,2,0.5,-2,-10,1,24
COc1ccc(N2CCN(C(=O)c3ccc(-c4ccccc4)cc3)CC2)cc1,-14,-5,13,-1,-2,1.5,0,-18,-2,13
CCOC(=O)CNC(=S)N(Cc1ccco1)Cc1ccccc1Cl,2,-4,11,-3,-9,0.6,0,-2,0,15
CCCOc1ccc2oc(=O)c3c(c2c1)CCCN3C(=O)CN1CCN(c2ncccn2)CC1,-8,6,-2,-3,6,-0.3,1,-2,1,2
COc1ccc(S(=O)(=O)N2CC=C(C(=O)NC3CCCC3)CC2)cc1,-49,2,5,-2,5,-0.1,-3,2,-2,19
COc1ccc(Cc2nnc(NC(=O)c3c(-c4ccccc4)noc3C)s2)cc1,-3,2,-3,2,-6,0.0,0,10,0,28
Cc1ccc2c(c1)N(CC(=O)NC(C)CCc1ccccc1)C(=O)c1cccnc1O2 (stereo unspecified),-34,0,22,1,-2,0.1,0,-8,-3,-3
COc1ccc(N(CC(=O)NC2CCCCC2C)S(=O)(=O)c2c(C)nn(C)c2C)cc1 (stereo unspecified),10,-35,11,-2,1,0.4,-2,-48,1,12
COc1ccc(C)cc1NC(=O)C1CCN(S(=O)(=O)c2c(C)noc2C)CC1,-19,-2,14,-1,-3,0.9,-11,3,-2,12
Cc1cc2n(n1)C(c1c[nH]c3ccccc13)Nc1ccccc1-2 (stereo unspecified),-15,1,-29,1,11,0.7,1,-12,-2,5
CCOC(=O)[C@@H]1[C@H]2COc3ccccc3[C@H]2N2C(=O)N(c3ccc(OC)cc3)C(=O)[C@]12C,-28,-1,11,-1,6,1.3,0,-9,-3,26
CCSc1nnc(NC(NC(C)=O)(C(F)(F)F)C(F)(F)F)s1,4,-2,8,2,0,-0.7,4,-7,0,7
Cc1ccc(NC(=O)CCN2C(=O)c3ccccc3C2=O)cc1C,-37,-2,-6,1,-6,0.7,-4,2,-2,-46
O=C(N/N=C/C1=Cc2ccccc2OC1)c1ccncc1,-31,2,-24,-3,7,0.1,0,-4,1,14
Cc1nc(-c2ccccc2O)n(S(=O)(=O)N(C)C)n1,-18,1,-14,-1,3,0.5,1,-14,1,11
COc1cccc(Oc2nccc(N(C)C)c2C#N)c1,-66,11,-49,2,0,0.0,-3,14,-1,13
Cc1ccc(NC(=O)C(=O)NCC2CCCO2)cc1C (stereo unspecified),-107,21,-96,0,5,2.1,-1,26,0,17

# Entries listed above shown as hits in aSyn 5UTR inh:
Molecule | KLF5 inh | HSF1 inh | aSyn 5UTR inh | GSK3beta inhib | GSK3 alpha inh | HSF-1 act | HSP90 inh | AI-2 QS modul
COCCN(CC(=O)NC1CCCCC1)C(=O)/C=C/C(=O)c1ccc(OC)cc1O | -7 | -83* | 79* | 2 | . | -85 | -2 | 29
